High-throughput results deposited in PubChem by several laboratories.
GC-B act = GC-B (human) receptor activation | AID 1920062 | HEK293-GC-B cells, CNP EC30, cGMP TR-FRET; 0% at EC30 CNP, 100% saturating CNP | P20594 | activation, % at 10 µM | 370,000 compounds, 0.11% hits;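 active = activation at 10 µM reaching about 35% in either raw or pattern-adjusted values, limit read from the data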
Rev-erbA mod = modulators of human Rev-erb alpha DNA binding. P20393. Rev-erbα–FITC-DNA binding, fluorescence polarization, 90 min. activity, % at 10 µM. 370,000 compounds, 0.79% hits. AID 1259318;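 active = activity above about 14%, limit read from the data; passing the limit was not always enough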;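 also: 0% = DMSO wells with 35 nM protein and 100% = DMSO wells with 750 nM protein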
SMARCA2 activ = activators of SMARCA2 function; MG213 cells, MMTV-luciferase reporter, dexamethasone, overnight; activation, % at 9.1 µM; 370,000 compounds, 1% hits; AID 652017; in the data active = activation above about 7.8%;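 also: 0% = vehicle wells and 100% = reference activator wells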
ARFGAP1 inhibitor = inhibitors of rat ARFGAP1. Q62848. Arfgap1-stimulated ARF1 GTP hydrolysis, GDP FP detection. inhibition, % at 16.5 µM. 360,000 compounds, 0.26% hits. AID 651572;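 active = inhibition above a per-plate limit, mean inhibition of low control wells plus 3 SD, cut at about 25% in these data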;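 also: 0% = DMSO wells with enzyme and 100% = wells lacking Arfgap1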
Target sequence (Q62848 1-136 limits assumed): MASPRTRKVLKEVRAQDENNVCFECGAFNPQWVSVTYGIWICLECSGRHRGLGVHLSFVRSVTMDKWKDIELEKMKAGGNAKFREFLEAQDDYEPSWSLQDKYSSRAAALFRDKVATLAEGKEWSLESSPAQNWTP
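Material: rat Arfgap1 GAP domain (His6, aa 1-136), purified enzyme. Also added: human ARF1(Δ1-17)-GTP substrate. Compound dosing: 16.5 µM single point, 1.26% DMSO. Timing: enzyme reaction 120 min at 25 °C after 20 min preincubation. Signal: GDP detection by fluorescence polarization. Read-out basis: percent inhibition of GAP-stimulated GDP formation, scaled between DMSO and no-Arfgap1 medians.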
HTRA1 inh = blocks human HTRA1 serine peptidase. Q92743. recombinant HTRA1, FP-rhodamine activity-based probe, fluorescence polarization. inhibition, % at 5.96 µM. 340,000 compounds, 0.5% hits; in the data active = inhibition above about 36%;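 also: 0% = enzyme with DMSO and 100% = wells lacking enzyme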
NPR1 activator = GC-A (human) enzyme activation; 370,000 compounds, 0.14% hits; HEK293 GC-A cells, cGMP TR-FRET, EC30 ANP; 0% at EC30 ANP, 100% saturating ANP; activation, % at 10 µM; in the data active = activation above about 40%
rCAG binder = r(CAG) repeat RNA binding; TO-PRO-1 dye displacement fluorescence; inhibition, % at 3 µM; 370,000 compounds, 1.3% hits;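 active = inhibition above the plate cutoff, the mean of all test compounds on that plate plus 3 SD, cut at about 35% in these data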;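 also: 0% = DMSO alone and 100% = 100 µM mitoxantrone as full dye displacement; higher means more dye released from RNA so lower well fluorescence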
ASAP1 GAP inh = ASAP1 ArfGAP inhibition; Q9ULH1; ASAP1-stimulated ARF1 GTP hydrolysis, GDP FP detection; inhibition, % at 16.5 µM; 360,000 compounds, 0.19% hits; in the data active = inhibition above about 25%;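 also: 0% = vehicle with enzyme and substrate and 100% = no enzyme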
Target sequence (Q9ULH1 325-724 limits assumed): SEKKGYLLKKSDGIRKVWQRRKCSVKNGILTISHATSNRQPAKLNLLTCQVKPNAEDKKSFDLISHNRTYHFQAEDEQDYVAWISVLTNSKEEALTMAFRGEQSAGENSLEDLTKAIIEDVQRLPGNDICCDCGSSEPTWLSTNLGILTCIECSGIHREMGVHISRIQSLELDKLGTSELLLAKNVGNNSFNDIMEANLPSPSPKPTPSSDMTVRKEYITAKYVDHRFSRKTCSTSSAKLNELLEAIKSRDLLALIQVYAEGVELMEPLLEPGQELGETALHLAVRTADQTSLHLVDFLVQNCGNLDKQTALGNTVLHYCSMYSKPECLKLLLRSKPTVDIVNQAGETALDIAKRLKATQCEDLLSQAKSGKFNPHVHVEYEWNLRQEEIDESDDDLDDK
mABHD4 FP = inhibits mouse alpha/beta hydrolase domain 4; 370,000 compounds, 0.54% hits; purified mABHD4, FP-Rh probe fluorescence polarization; inhibition, % at 8.92 µM;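 active = inhibition exceeding the mean over every tested compound plus 3 SD, cut at about 30% in these data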;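 also: 0% = plate median of compound wells and 100% = S159A mutant with DMSO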
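Assay system: mABHD4 protein; medium: HEPES pH 7.0, NaCl, Pluronic buffer; dosing: 8.92 µM, single dose; schedule: 45 min + 60 min at 25 °C; signal: FP readout, ex 525 nm / em 598 nm; read-out: normalized percent inhibition of probe labeling; repeats: single replicate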
PG9 Ab binder = PG9 antibody binding by small molecule; TR-FRET gp120-PG9 antibody binding; inhibition, % at 6.7 µM; 360,000 compounds, 0.43% hits; AID 624416; in the data active = inhibition above about 8.5%
Active calls of the source: *; x = not tested or not shown.

Short forms: A = GC-B act; B = Rev-erbA mod; C = SMARCA2 activ; D = ARFGAP1 inhibitor; E = HTRA1 inh; F = NPR1 activator; G = rCAG binder; H = ASAP1 GAP inh; I = mABHD4 FP; J = PG9 Ab binder
O=C(N/N=C/c1ccc2c(c1)OCO2)c1cccnc1
  A: 1 | B: -3 | C: 0 | D: 0 | E: 10 | F: 0 | G: -3 | H: -21 | I: 5 | J: 0.3
CCOC(=O)N1CCC(N2C(=O)c3ccc(C(=O)Nc4ccc(OC)c(OC)c4)cc3C2=O)CC1
  A: -2 | B: -1 | C: 1 | D: -1 | E: -2 | F: 4 | G: -1 | H: -5 | I: -2 | J: -2.7
CCCCCCn1c(CN2CCCCC2)nc2c1c(=O)n(C)c(=O)n2C
  A: 2 | B: -1 | C: 0 | D: -3 | E: -4 | F: -5 | G: -6 | H: 12 | I: 2 | J: -0.5
CCN(CC)C(=O)Cn1c(=O)n(Cc2ccc(F)cc2)c(=O)c2sccc21
  A: 4 | B: -4 | C: -5 | D: -1 | E: 3 | F: 2 | G: -5 | H: 11 | I: 1 | J: 0.4
Cn1c(=O)oc2cc(S(=O)(=O)CCC(=O)N3CCN(c4ccccc4F)CC3)ccc21
  A: -12 | B: -1 | C: -3 | D: -3 | E: 10 | F: 2 | G: -2 | H: -3 | I: -6 | J: 0.3
C=CCSC1=C(C#N)C(c2ccc(C(C)C)cc2)CC(=O)N1 (configuration not stated)
  A: -1 | B: -3 | C: 2 | D: 4 | E: -4 | F: -6 | G: 4 | H: 6 | I: -2 | J: 0.4
O=C(O)C1Cc2ccccc2CN1S(=O)(=O)c1ccc(Cl)cc1 (configuration not stated)
  A: 3 | B: 0 | C: -1 | D: -6 | E: 0 | F: 2 | G: 7 | H: 2 | I: -5 | J: 0.6
CCOc1cc2[nH]c(=O)n(CCCCC(=O)NC3CCCCCC3)c(=O)c2cc1OCC
  A: -4 | B: -6 | C: -2 | D: 0 | E: 0 | F: 4 | G: -4 | H: 0 | I: 2 | J: 0.2
Cc1cc(Cl)ccc1OCC(=O)Nc1ccccc1CO
  A: -3 | B: 1 | C: 1 | D: 9 | E: -3 | F: -2 | G: 1 | H: -2 | I: -2 | J: -0.1
CCOc1c2ccc(C(=O)NCc3ccc(OC(F)(F)F)cc3)cc2nn1C
  A: -1 | B: -8 | C: 0 | D: -2 | E: -4 | F: 0 | G: -5 | H: 11 | I: 0 | J: 0.6
CN(C)C(=O)c1cccc(-c2cc(NC=O)c3ncc(-c4ccc(F)cc4)n3c2)c1
  A: -3 | B: -7 | C: 7 | D: 0 | E: x | F: -12 | G: 5 | H: 1 | I: 2 | J: -1.1
CCn1c(CSc2n[nH]c(N)n2)nc2cc(C(=O)O)ccc21
  A: 1 | B: -7 | C: 1 | D: -11 | E: 43* | F: -1 | G: 1 | H: -18 | I: 19 | J: -0.2
COC(=O)c1ccc(COc2ccc(/C=N/Nc3nc(C)cc(=O)[nH]3)cc2)cc1
  A: 2 | B: 0 | C: 3 | D: 10 | E: 9 | F: 3 | G: 6 | H: 1 | I: 0 | J: -1.5
CCOC(=O)c1nn(-c2ccc(C)cc2)cc1C(=O)c1ccccc1
  A: 5 | B: 3 | C: 4 | D: -1 | E: -19 | F: 1 | G: -1 | H: 12 | I: 9 | J: -1.6
COC(=O)c1[nH]c(C)c(/C(O)=C2\C(=O)C(=O)N(CCN(C)C)C2c2cc(OC)ccc2OC)c1C (configuration not stated)
  A: 3 | B: 3 | C: 1 | D: 6 | E: 2 | F: -2 | G: 4 | H: 19 | I: -1 | J: 0.9

2 entries from above, with two lines to a compound.
Values in the order – GC-B act | Rev-erbA mod | SMARCA2 activ | ARFGAP1 inhibitor | HTRA1 inh | NPR1 activator | rCAG binder | ASAP1 GAP inh | mABHD4 FP | PG9 Ab binder
CN(C)C(=O)c1cccc(-c2cc(NC=O)c3ncc(-c4ccc(F)cc4)n3c2)c1
→ -3 | -7 | 7 | 0 | x | -12 | 5 | 1 | 2 | -1.1
CCn1c(CSc2n[nH]c(N)n2)nc2cc(C(=O)O)ccc21
→ 1 | -7 | 1 | -11 | 43* | -1 | 1 | -18 | 19 | -0.2

An excerpt from above in order of their number in ASAP1 GAP inh, high to low.
SMILES	ASAP1 GAP inh
CCCCCCn1c(CN2CCCCC2)nc2c1c(=O)n(C)c(=O)n2C	12
CN(C)C(=O)c1cccc(-c2cc(NC=O)c3ncc(-c4ccc(F)cc4)n3c2)c1	1
Cc1cc(Cl)ccc1OCC(=O)Nc1ccccc1CO	-2
Cn1c(=O)oc2cc(S(=O)(=O)CCC(=O)N3CCN(c4ccccc4F)CC3)ccc21	-3
CCOC(=O)N1CCC(N2C(=O)c3ccc(C(=O)Nc4ccc(OC)c(OC)c4)cc3C2=O)CC1	-5
CCn1c(CSc2n[nH]c(N)n2)nc2cc(C(=O)O)ccc21	-18

More structures follow.
Short forms: A = GC-B act; B = Rev-erbA mod; C = SMARCA2 activ; D = ARFGAP1 inhibitor; E = HTRA1 inh; F = NPR1 activator; G = rCAG binder; H = ASAP1 GAP inh; I = mABHD4 FP; J = PG9 Ab binder
CC(C)C(OC(=O)C1=Cc2ccccc2OC1)C(=O)NC1CCCC1 (configuration not stated)
  A: 5 | B: -2 | C: -2 | D: 8 | E: 4 | F: -1 | G: 0 | H: 8 | I: -7 | J: -2.1
COC(=O)c1c(C)[nH]c(C(=O)C(C)OC(=O)c2cc(C)oc2C)c1C (configuration not stated)
  A: -7 | B: 7 | C: -6 | D: -7 | E: -12 | F: 0 | G: -1 | H: 3 | I: -8 | J: 1.7
Cc1cc[n+](CC(=O)c2cccc([N+](=O)[O-])c2)c2ccccc12
  A: -3 | B: -1 | C: -1 | D: 2 | E: 26 | F: 5 | G: 6 | H: -13 | I: 7 | J: 0.2
Cc1cccc(C(=O)NCC(=O)OC(C)C(=O)Nc2ccc(Cl)cn2)c1 (configuration not stated)
  A: -3 | B: -5 | C: 1 | D: 4 | E: -8 | F: -2 | G: -2 | H: -20 | I: -4 | J: -3.7
CCOC(=O)C1CCN(C(=O)c2ccc3c(=O)n4nc(Nc5ccccc5)sc4nc3c2)CC1
  A: 40* | B: 0 | C: -3 | D: 6 | E: -8 | F: 34 | G: 7 | H: -4 | I: 0 | J: 2.2
C=CCN1CCC(=O)C(C(=O)OCC)=C1C(=O)OCC
  A: 3 | B: 2 | C: 3 | D: -6 | E: -4 | F: 3 | G: 1 | H: 13 | I: 4 | J: -0.1
CC(=O)N1CCN(C(=O)C2(NC(=O)Nc3ccc(C)cc3)CCCCC2)CC1
  A: -4 | B: 2 | C: 1 | D: 3 | E: 1 | F: 0 | G: 2 | H: 2 | I: -2 | J: -1.1
Cc1ccccc1NC(=O)c1ccc(OCc2c(C)noc2C)cc1
  A: 4 | B: 10 | C: -1 | D: -1 | E: -2 | F: 5 | G: -1 | H: 6 | I: -2 | J: 0.7
